CHX counter – affects cycloheximide protein synthesis inhibition readout, counter-screen; max response, %; AID 2314; cell reporter, cycloheximide protein synthesis inhibition counterscreen; hit rate 12% among 300,000; in the data active = max response mostly above about 13%, no sharp cut-off; inactive = mostly below about 14%; also: read at 38.3 µM for the half of the compounds with a filed dose; 0% is about no effect
HCMV inh – human cytomegalovirus inhibition; activity change, negative = inhibition, % at 57.5 µM; hit rate 4.5% among 410,000; AID 1259415; HFF cells, HCMV-luciferase reporter, 72 h; active compounds read low; in the data active = activity change below about -60%; inconclusive = no clear call, values can overlap the other calls; inactive = above about -39%; also: % is scaled to controls: 0 for no effect and ±100 for the full control effect
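Steps: HFFs plated, 16 h 37C; compounds added; HCMV-luciferase added to MOI 1 PFU/cell; 72 h 37C; OneGlo reagent, 5 min room temperature; luminescence read, normalized to controls.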
AmpC no deterg – blocks E. coli AmpC beta-lactamase in detergent-free assay. AID 485341. P00811. Potency, µM (series often up to 57.1 µM), inactives show top-dose activity change, negative = inhibition, usual class: inhibitors. hit rate 0.52% among 330,000. AmpC nitrocefin hydrolysis, absorbance 480 nm, 0.0001% Triton;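 also: potency is read from the fitted curve at half-maximal effect; plate controls were no compound for no effect and no enzyme for full effect; nearly all actives have a fitted effect of over 20% in size; some results filed as inactive show a strong effect at the top dose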
Target sequence (P00811 whole entry, looked up): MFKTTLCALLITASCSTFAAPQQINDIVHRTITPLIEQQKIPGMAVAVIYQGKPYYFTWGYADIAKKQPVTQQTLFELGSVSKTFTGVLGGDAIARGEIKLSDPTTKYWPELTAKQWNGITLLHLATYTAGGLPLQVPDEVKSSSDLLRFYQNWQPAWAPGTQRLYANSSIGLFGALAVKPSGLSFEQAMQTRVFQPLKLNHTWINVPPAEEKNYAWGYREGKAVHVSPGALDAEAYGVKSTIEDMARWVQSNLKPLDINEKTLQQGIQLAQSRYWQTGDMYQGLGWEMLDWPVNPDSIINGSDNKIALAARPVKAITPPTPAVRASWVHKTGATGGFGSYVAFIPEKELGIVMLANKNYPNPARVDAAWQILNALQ
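20 mM phosphate pH 7.0 + 0.01% (detergent screen) or 0.0001% Triton X-100; 5.3 nM AmpC reagent; cpd preinc 15 min RT; nitrocefin (800 uM stock) to start; A480 q20 s × 4 min; Activity was normalised to no-enzyme and no-compound control wells.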
AmpC inh detg – inhibitors of E. coli AmpC beta-lactamase with detergent | AID 485294 | hit rate 0.041% among 370,000 | AmpC hydrolysis of nitrocefin, absorbance 480 nm, 0.01% Triton | Potency, µM (top dose mostly 114 µM), without a hit: top-dose activity change, negative = inhibition, hits mostly inhibitors;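 also: potency is read from the fitted curve at half-maximal effect; 0% = no-compound wells and -100% = no-enzyme wells; nearly all actives have a fitted effect of over 25% in size; some results filed as inactive show a strong effect at the top dose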
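AmpC (5.3 nM in the dispensed reagent) in 20 mM phosphate pH 7.0 with 0.01% (detergent screen) or 0.0001% Triton X-100 was preincubated with compounds for 15 min at room temperature. Nitrocefin was then added from an 800 uM solution, and hydrolysis was followed at 480 nm.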
AMA1-RON2 inh – inhibitors of Plasmodium falciparum AMA1-RON2 interaction; AlphaScreen AMA1-biotinylated RON2 peptide binding; Potency, µM (doses to about 58.2 µM), without a hit: top-dose activity change, negative = inhibition, actives largely listed as inhibitors; hit rate 0.2% among 360,000;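 also: potency is read from the fitted curve at half-maximal effect; 0% = vehicle wells and -100% = peptide control; nearly all actives have a fitted effect of over 45% in size; some results filed as inactive show a strong effect at the top dose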
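AMA1 (3D7) with his tag at 25 nM final met compounds first, then biotinylated RON2 peptide at 25 nM; detection used donor plus acceptor beads, 10 µg/mL apiece, read by AlphaScreen after 30 min at room temperature.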
Shiga toxin inh – Shiga toxin inhibition; Vero cells, Shiga toxin protein synthesis inhibition reporter; inhibition, % at 38.7 µM; hit rate 9.2% among 290,000; AID 2315; in the data active = inhibition mostly above about 28%, no sharp cut-off; inactive = mostly below about 43%; also: 0% is about no effect
Giardia FBPA inh – Giardia lamblia aldolase inhibition | A8B2U2 | purified Giardia FBPA | Potency, µM (titrated, usually from 59.6 µM), inactives show top-dose activity, negative = inhibition, usual class: inhibitors | hit rate 0.71% among 290,000 | AID 2451; also: potency is read from the fitted curve at half-maximal effect; % is scaled to controls: 0 for no effect and ±100 for the full control effect; nearly all actives have a fitted effect of over 55% in size
Target sequence (A8B2U2 whole entry, looked up): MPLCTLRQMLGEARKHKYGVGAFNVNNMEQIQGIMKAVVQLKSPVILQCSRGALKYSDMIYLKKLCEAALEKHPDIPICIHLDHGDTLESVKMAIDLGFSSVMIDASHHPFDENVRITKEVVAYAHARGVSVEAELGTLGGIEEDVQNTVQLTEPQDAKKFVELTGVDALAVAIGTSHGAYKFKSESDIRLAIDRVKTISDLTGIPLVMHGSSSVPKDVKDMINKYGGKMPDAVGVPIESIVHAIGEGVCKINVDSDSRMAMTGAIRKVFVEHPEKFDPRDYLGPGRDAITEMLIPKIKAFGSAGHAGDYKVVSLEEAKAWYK
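Giardia FBPA (40 nM reagent) was preincubated 10 min at RT with compound (up to 57.5 uM final), then substrate plus GAPDH/TPI/NAD/arsenate coupling system with diaphorase/resazurin was added; resorufin fluorescence (525/598 nm) was read after 20 min.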
* = called active by the depositor; ? = inconclusive; nt = not tested or not shown; & = joins results of further samples; [ ] = dose if it differs, or a comment. Unless noted, calls follow the shape of the dose curve; as a rule, active = well fitted curve in the direction sought with a large enough effect; inconclusive = small, poorly fitted or top-dose-only effect, or another doubt; inactive = no such curve, though single readings can be large; an effect the other way counts as inactive or inconclusive.

SMILES	CHX counter	HCMV inh	AmpC no deterg	AmpC inh detg	AMA1-RON2 inh	Shiga toxin inh	Giardia FBPA inh
Cc1cc(C(=O)CSc2nnc(-c3ccc(OC(F)F)cc3)o2)c(C)n1Cc1cccs1	1	2	-32%	?	-9%	-4	1%
O=C(c1ccccc1Sc1cccc2ccccc12)N1CCOCC1	-2	-21	91%[activator]	-5%	-8%	-6	-14%
O=C(Cn1cc(C(F)(F)F)ccc1=O)N1CCc2ccccc21	nt	-4	-24%	nt	-1%	nt	nt
O=C(Nc1ccccc1-c1ccccc1)NC1CCN(CC(=O)N2CCOCC2)CC1	1	22	-12%	-1%	-2%	-4	5%
Cc1ccc2c(c1)N(C(=O)CCC(=O)Nc1ccccc1Br)CC(C)O2 (stereo not given)	-1	?	11%	-20%	0%	4	-3%
CSc1ccc(N2C(=O)NC3(CCCCC3)C2=O)cc1	18*	164	-17%	4%	-3%	26	0%
COc1ccc(C2C(C#N)=C(N)OC3=C2C(=O)CCC3)c(OC)c1OC (stereo not given)	-3	1	-11%	?	-2%	-19	-7%
O=C1CCCC(O)=C1C1NCCc2ccccc21 (stereo not given)	-2	-2	-11%	-6%	-5%	-15	1%
Cc1ccc(/C=N/NC(=O)C2=NNC(c3ccccc3)(c3ccccc3)C2)c(O)c1	9	-94*	-45%	?	-18%	34	-17%
COc1cccc(CC2(CO)CCCN(Cc3cc(F)ccc3-n3cccn3)C2)c1 (stereo not given)	-4	-19	147%[activator]	-2%	-15%	-15	1%
CSc1nc(-c2ccccc2)nn1C(=O)c1ccc(Cl)cc1	17*	-14	-23%	-7%	10%	14	5%
Cn1c(CSCc2ccc(Cl)cc2Cl)n[nH]c1=S	-3	57	-16%	-2%	80%[activator]	-5	1%
Cn1ccnc1SCc1nc2c(cnn2-c2ccccc2)c(=O)[nH]1	-2	-12	-9%	-11%	7%	-7	-6%
COc1ccccc1CCC(=O)OCC(=O)Nc1c(Br)cc(C)cc1Br	7	?	-29%	-9%	2%	-16	nt
Cc1cc(NS(=O)(=O)c2ccc(NC(=S)NC(=O)c3cccnc3)cc2)no1	-9	-5	-13%	0%	-12%	-9	-7%
O=C(C1=C(O)C(=O)N(Cc2ccco2)C1c1cccc(Cl)c1)c1ccco1 (stereo not given)	1	18	-7%	3%	-3%	3	nt
Cc1cnc([N+](=O)[O-])n1CCOC(=O)c1cccc(F)c1	9	-3	1%	-5%	6%	12	-2%
CC(C)N(C(=S)Nc1cccnc1)c1ccccc1	-4	-14	-8%	-4%	-7%	-1	-5%
Cc1nn(C)c(C)c1CS(=O)(=O)c1ccccc1	3	-30	-10%	4%	-5%	-5	9%
CC(=O)c1cccc(NC(=O)NC2CC3CCCC(C2)N3CC(C)C)c1 (stereo not given)	-1	39	-18%	-7%	6%	11	7%
CC(C)Oc1c(Br)cc(Br)cc1/C=N/NC(N)=S	0	-39	-22%	2%	50%[activator]	-16	1%
O=C(NCc1cccnc1)C(=O)NCC1OCCCN1S(=O)(=O)c1ccc(Cl)cc1 (stereo not given)	-4	-21	-1%	-1%	11%	-9	1%
CCOc1ccc(OCc2ccc(C(=O)Nc3cccc(C)n3)o2)cc1	21*	-6	-12%	?	-2%	42*	7%
Cc1ccc(N2C(=O)NC(=O)/C(=C\c3cccn3C(C)(C)C)C2=O)cc1	-2	28	-18%	-2%	0%	-19	5%
Cc1ccc(NC(=O)c2c(C)nn(-c3ccccc3)c2Cl)cc1	35*	24	1%	1%	6%	66*	1%
Cc1n[nH]c(=O)n1-c1ccc(OCc2ccccc2)cc1	53*	84	6%	-7%	-10%	92*	-3%
CCc1cc2c3c(c(=O)oc2cc1O)CCCC3	-1	61	-26%	-2%	11%	15	5%
O=C(Nc1ccc2c(c1)CCC2)c1cc2ccccc2o1	65*	160	-32%	?	9%	55*	-29%
NC(=O)[C@@H]1CCCN1C(=O)c1ccc2nc(Cc3ccccc3F)oc2c1	8	14	-15%	7%	-6%	16	nt
CC(=O)c1noc(C)c1C(=O)Nc1nccs1	1	-32	-13%	2%	5%	30	1%
CCc1nnc(NC(=O)CN2C(=O)NC3(CC(C)CC(C)(C)C3)C2=O)s1 (stereo not given)	-1	-2	10%	-4%	?	3	nt
COc1ccccc1Nc1nc2c(s1)CCC2	36*	-23	62%[activator]	-7%	9%	68*	-7%
Cc1cc(=O)n(CCCO)c(O)c1C#N	-1	-21	-4%	-7%	-1%	-7	?
CC(=O)NCc1ccc(C(=O)COC(=O)COc2ccc(Cl)c(C)c2)s1	nt	1	92%[activator]	nt	0%	nt	nt
O=C(NCc1ccccn1)c1ccc(Cl)s1	24*	-6	-16%	1%	31%[activator]	26	4%
COc1ccc(NC(=O)c2cc(-c3cc(Cl)ccc3O)n[nH]2)c(OC)c1	-4	8	8%	-1%	49%[activator]	-6	10%
COc1ccc(Nc2ccc(S(=O)(=O)N3CCCCC3)cc2[N+](=O)[O-])cc1OC	-3	?	82%[activator]	-10%	?	-5	-5%
O=C(COC(=O)c1ccco1)Nc1ccccc1	8	-21	-13%	?	9%	16	0%
O=C(CCNC(=O)c1ccc(Cl)cc1)Nc1ccc(F)cc1F	-1	-18	-14%	-1%	2%	4	13%
Cc1ccc(-c2ccc(/C=C(\C#N)C(N)=S)o2)c([N+](=O)[O-])c1	16*	-28	-33%	-4%	5%	19*	?
CC(C)Oc1ccc(S(=O)(=O)N2CCOCC2)cc1NC(=O)C1COc2ccccc2O1 (stereo not given)	nt	-16	45%	9%	-9%	nt	nt
CN(C(=O)/C=C/c1ccco1)c1ccccc1C(=O)O	1	-9	-14%	1%	8%	8	-10%
CCN(C(=O)Cn1c(=O)n2nc(CCn3nc(C)cc3C)nc2c2ccccc21)c1cccc(C)c1	-2	16	142%[activator]	-2%	-1%	-12	11%
CCC1=NN2C(=N)/C(=C\c3cccn3-c3ccc(OC)cc3)C(=O)N=C2S1	-3	-21	-53%	?	15%	-13	19%
O=C(CN1CCN(S(=O)(=O)N2CCOCC2)CC1)Nc1ccc(Cl)c(Cl)c1	-2	?	63%[activator]	-5%	1%	-7	3%

Reprinted at random: 3 compounds from above
SMILES	CHX counter	HCMV inh	AmpC no deterg	AmpC inh detg	AMA1-RON2 inh	Shiga toxin inh	Giardia FBPA inh
CC(=O)NCc1ccc(C(=O)COC(=O)COc2ccc(Cl)c(C)c2)s1	nt	1	92%[activator]	nt	0%	nt	nt
CCN(C(=O)Cn1c(=O)n2nc(CCn3nc(C)cc3C)nc2c2ccccc21)c1cccc(C)c1	-2	16	142%[activator]	-2%	-1%	-12	11%
CCc1nnc(NC(=O)CN2C(=O)NC3(CC(C)CC(C)(C)C3)C2=O)s1 (stereo not given)	-1	-2	10%	-4%	?	3	nt

(further entries)
SMILES	CHX counter	HCMV inh	AmpC no deterg	AmpC inh detg	AMA1-RON2 inh	Shiga toxin inh	Giardia FBPA inh
OCc1ccc2c(c1)c(-c1ccc3c(c1)OCCO3)c(-c1ccccc1)n2-c1ccccc1	nt	7	-14%	?	?	nt	nt
COCCC(=O)N1CCC(Oc2ccc(C(=O)NCc3csc(C)n3)cc2)CC1	4	5	15%	-3%	0%	-4	-13%
COC(=O)c1sc(-c2ccc(C(C)(C)C)cc2)cc1NC(=O)CSCC(=O)O	15*	38	146%[activator]	0%	-3%	94	17%
COc1ccc2cc(C(=O)C3CCCN(C(=O)c4cc(=O)n(C)c(=O)n4C)C3)ccc2c1 (stereo not given)	-2	-37	160%[activator]	1%	2%	-9	-3%
CCc1ccc(OCCCC(=O)Nc2ccc(N3CCCCC3)cc2)cc1	-3	-7	-18%	2%	-10%	-15	-2%
COc1ccc2[nH]c3c(c2c1)CCN1C(=O)C(CC(=O)NCCCn2ccnc2)C[C@H](C(=O)N2CCCCC2)[C@@]31C (stereo not given in full)	nt	8	69%[activator]	nt	-1%	nt	nt
CN(C)S(=O)(=O)c1cccc(NC(=O)/C=C/c2ccc(S(=O)(=O)N3CCOCC3)cc2)c1	nt	-31	0%	?	5%	nt	nt
CN1C(=O)C(CC(=O)Nc2ccc3c(c2)Cc2ccccc2-3)N(C)C1=O (stereo not given)	-1	98	86%[activator]	-11%	-2%	14	8%
COc1ccc(C(=O)N(C)C2(C)CCS(=O)(=O)C2)cc1OC (stereo not given)	nt	-19	-5%	-14%	-2%	nt	nt
COc1ccccc1NC(=O)CSc1nnnn1-c1ccc2c(c1)OCO2	6	-28	-23%	0%	15%	9	3%
O=C(NCC(c1ccc(F)cc1)N1CCOCC1)c1cccnc1Sc1ccccc1 (stereo not given)	nt	27	25%	-18%	1%	nt	nt
CCC(=O)Nc1c(-c2cccs2)c(=O)c2ccccc2n1C	4	11	5%	-1%	4%	6	-4%
CCCCn1c(N)c(N(Cc2ccccc2OC)C(=O)CCC(C)C)c(=O)[nH]c1=O	-5	5	-17%	-1%	-13%	-14	nt
Cn1c(-c2ccccc2)cnc1NCc1ccccc1	11*	7	-21%	?	-29%	nt	?
O=C(c1cccs1)c1cn(Cc2ccccc2Cl)c2ccccc12	-4	-4	-29%	-4%	-4%	-4	2%
CCNC(=S)Nc1cc(OCC)c(NC(=O)c2ccco2)cc1OCC	-2	63	-2%	-3%	-3%	5	-28%
CCOC(=O)N1CCC(Nc2c(NCCCN(CC)CC)c(=O)c2=O)CC1	-6	-29	-18%	-10%	-3%	-9	1%
CSC[C@H](NC(=O)COc1cc2c(c3oc(=O)cc(C)c13)CCC(C)(C)O2)C(=O)O	7	2	-11%	-12%	-2%	-4	-4%
O=C1[C@H](O)[C@@H](O)C(=O)N1Cc1ccccc1	-1	-4	-6%	-8%	-1%	-6	-8%
COc1ccccc1-c1nnn(CC#N)n1	-1	-13	-7%	-21%	12%	-15	1%
COC(C[C@H]1O[C@@H]1[C@@H](O)[C@H](C)OCc1ccccc1)OC	-2	13	-11%	0%	1%	-8	4%
C/C(=N\OCC(=O)NC12CC3CC(CC(C3)C1)C2)c1cc2ccccc2o1	18*	-19	-7%	-4%	10%	6	5%
O=C(O)C1C2C=CC(CC2)C1C(=O)O (stereo not given)	-7	-5	-23%	-7%	31%[activator]	-5	3%
COc1ccc(CNC(=O)CN2C(=O)CSc3ccc(S(=O)(=O)N4CCOCC4)cc32)c(OC)c1	-3	23&58	37%	1%&7%	4%	1	nt
O=C(NC12CC3CC(CC(C3)C1)C2)c1cc(F)c(F)cc1Cl	-1	-21	-8%	?	-1%	-12	16%
COc1ccc(NC(=O)c2c(C)nn(-c3ccccc3)c2Cl)cc1	16*	38	18%	?	-10%	nt	6%
Cc1cc(C)c(S(=O)(=O)N2CCC3(CC2)OCCN3S(=O)(=O)c2cccs2)c(C)c1	nt	0	-18%	0%	-5%	nt	nt
CC(C)C[C@H]1CN=C(Nc2ccccc2)N1CCc1ccc(F)cc1	nt	?	-5%	1%	19%	nt	nt
